Pf growth 48h = Primary qHTS for delayed death inhibitors of the malarial parasite plastid, 48 hour incubation | AID 504832, 2011 | Potency, µM (series often up to 28.7 µM), for inactives: top-dose activity change, negative = inhibition, hits mostly inhibitors | actives 5.9% (n = 310,000) | P. falciparum luciferase growth in erythrocytes, 48 h
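A one-generation exposure of luciferase-tagged malaria parasites in RPMI 1640/Albumax erythrocyte culture, 37 C and 5% CO2. Inhibition is inferred from decreased luminescence after adding detection reagent.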
LmPK inh = qHTS Assay for Inhibitors of Leishmania Mexicana Pyruvate Kinase (LmPK); Q27686; purified LmPK, Kinase-Glo ATP luminescence, 1 h; Potency, µM (highest dose often 57.5 µM), for the others: top-dose activity change, negative = inhibition, most hits filed as inhibitors; actives 0.37% (n = 290,000); AID 1721, 2009
Target sequence (Q27686 whole entry, looked up): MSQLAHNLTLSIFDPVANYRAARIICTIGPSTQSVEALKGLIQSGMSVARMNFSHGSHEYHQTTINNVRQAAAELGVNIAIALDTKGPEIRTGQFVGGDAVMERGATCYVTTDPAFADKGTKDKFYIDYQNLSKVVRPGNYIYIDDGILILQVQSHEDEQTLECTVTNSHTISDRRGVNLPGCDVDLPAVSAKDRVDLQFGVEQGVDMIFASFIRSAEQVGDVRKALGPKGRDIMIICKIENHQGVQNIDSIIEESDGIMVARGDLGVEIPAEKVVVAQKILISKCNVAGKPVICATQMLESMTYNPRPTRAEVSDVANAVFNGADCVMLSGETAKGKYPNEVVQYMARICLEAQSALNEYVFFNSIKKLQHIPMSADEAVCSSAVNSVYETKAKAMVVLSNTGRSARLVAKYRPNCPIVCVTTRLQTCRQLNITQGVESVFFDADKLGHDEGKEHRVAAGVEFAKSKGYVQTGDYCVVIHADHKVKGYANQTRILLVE
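0.1 nM LmPK, 0.5 mM PEP, 0.1 mM ADP; 50 mM imidazole pH 7.2, 7 mM MgCl2, 50 mM KCl; 1 h RT. Kinase-Glo luminescence readout, normalized to no-enzyme (full inhibition) and uninhibited wells.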
Sm TGR block = qHTS Assay for the Inhibitors of Schistosoma Mansoni Peroxiredoxins | Potency, µM (series often up to 114 µM), for inactives: at the top dose activity change, negative = inhibition, most hits filed as inhibitors | purified TGR, DTNB reduction, TNB absorbance 405 nm | AID 485364, 2010 | actives 3% (n = 360,000); further: nearly all actives have a fitted effect of over 60% in size
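First, TGR (20 nM dispensed) and NADPH were mixed with compound. Second, a 15 min room-temperature incubation followed. Third, further NADPH and then DTNB were added to start the reaction. Finally, TNB absorbance was monitored kinetically.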
Pf growth 96h = Primary qHTS for delayed death inhibitors of the malarial parasite plastid, 96 hour incubation | P. falciparum luciferase reporter growth, 96 h | actives 6.9% (n = 320,000) | Potency, µM (doses to about 28.7 µM), without a hit: at the highest dose activity change, negative = inhibition, usual class: inhibitors | AID 504834, 2011
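Readout is luminescence from an integrated firefly luciferase in P. falciparum. Red cells, 2% hematocrit and 0.05% parasitemia final, were cultured with compound through two parasite generations (96 hours) at 37 C, 5% CO2.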
TbPYK inhibitor = qHTS of Trypanosoma Brucei Inhibitors | pyruvate kinase (Trypanosoma brucei), Q57TT1 | TbPYK enzyme, Kinase-Glo Plus ATP luminescence, 45 min | Potency, µM (top dose mostly 76.8 µM), inactives show at the highest dose activity, negative = inhibition, hits mostly inhibitors | actives 0.12% (n = 410,000) | AID 624173, 2012; further: nearly all actives have a fitted effect of over 50% in size
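Quantitative HTS: titrated library compounds versus trypanosomal pyruvate kinase in TEA buffer (pH 7.2) containing KCl, MgCl2, BSA and Tween-20. Reactions were initiated with ADP, 130 uM final. Kinase-Glo Plus luminescence was read after 45 min at RT.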
HCV inh = qHTS Assay for Inhibitors of Hepatitis C Virus (HCV). Huh7.5.1 HCVcc-Cre infection, luciferase reporter, 44 h. Potency, µM (titrated, usually from 41.8 µM), for inactives: top-dose activity change, negative = inhibition, usual class: inhibitors. actives 3.4% (n = 340,000)
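Infectious HCVcc-Cre (~0.5 moi) was added to cells just after compound, with cells seeded 4 h earlier at 1,000 per well. Luciferase activity after 44 h culture reported infection; substrate was incubated 15 min at room temperature before reading.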
An asterisk follows results filed as active; ? = inconclusive; nt = not tested or not shown; & = joins results of further samples; [ ] = remark or other dose. The call rests on the fitted dose curve; in most records, active means well fitted curve in the direction sought with a large enough effect; inconclusive means small, poorly fitted or top-dose-only effect, or another doubt; inactive means no such curve, though single readings can be large; an effect the other way counts as inactive or inconclusive. On the % scale 0 is the no-effect control and ±100 the full control effect; potency means the concentration at half of the fitted maximal effect. The order is random (roughly 16% active in at least one column).

SMILES	Pf growth 48h	LmPK inh	Sm TGR block	Pf growth 96h	TbPYK inhibitor	HCV inh
O=C(NCCc1ccccc1F)C1CCCN1S(=O)(=O)c1ccc2ccccc2c1 (configuration not stated)	?	0.8%	-3.7%	48.3%[activator]	0.3%	?
COc1cccc(C(=O)C2CCCN(C(=O)c3ccccn3)C2)c1 (configuration not stated)	15.4%	-1.2%	-12.5%	?	6.3%	-2.4%
CC(C)=C(NC(=O)c1ccccc1)C(=O)NC(Cc1ccccc1)C(=O)O (configuration not stated)	-0.9%	-1.0%	-15.1%	-15.7%	-0.1%	9.6%
COc1ccccc1/C=C/C(=O)c1c2c(c(C)[nH]c1=O)CCCC2	?	-0.3%	44.7µM*	?	-16.7%	nt
C/C(=N\NC(=O)c1cccc(O)c1)c1cccc(NC(=O)c2ccc(F)cc2)c1	34.2%[activator]	-3.1%	1.2%	-11.7%	1.9%	?
CCOc1ccc(C(=O)CCC(=O)Nc2ccc(C)cn2)cc1	?	nt	-12.2%	?	2.1%	-5.7%
O=C1COc2ccc(S(=O)(=O)CCC(=O)N3CCN(c4ccccc4)CC3)cc2N1	11.0%	-4.1%	-16.4%	?	-2.0%	5.7%
CN(CC(=O)Nc1c(Cl)cccc1Cl)C(=O)c1ccncc1	37.7%[activator]	-2.2%	3.4%	41.8%[activator]	0.5%	19.8%
CCN(Cc1ccccc1)S(=O)(=O)c1c(C)[nH]c(C)c1C(=O)N1CCCC1	-5.0%	-0.3%	-14.7%	?	0.0%	15.9%
CC1CCCN(C(=O)C(C)Nc2cc(Cl)ccc2N2CCOCC2)C1 (configuration not stated)	?	-6.6%	39.8µM*	0.657µM*	-8.3%	-7.6%

Part of the list above, as labelled records.
molecule: CCOc1ccc(C(=O)CCC(=O)Nc2ccc(C)cn2)cc1
  Pf growth 48h: ? | LmPK inh: nt | Sm TGR block: -12.2% | Pf growth 96h: ? | TbPYK inhibitor: 2.1% | HCV inh: -5.7%
molecule: CCN(Cc1ccccc1)S(=O)(=O)c1c(C)[nH]c(C)c1C(=O)N1CCCC1
  Pf growth 48h: -5.0% | LmPK inh: -0.3% | Sm TGR block: -14.7% | Pf growth 96h: ? | TbPYK inhibitor: 0.0% | HCV inh: 15.9%

(cont.)
SMILES	Pf growth 48h	LmPK inh	Sm TGR block	Pf growth 96h	TbPYK inhibitor	HCV inh
CN1CCN(CC(=O)Nc2sc3c(c2C#N)CCC(C(C)(C)C)C3)CC1 (configuration not stated)	-3.8%	-1.1%	2.3%	4.9%	nt	-3.0%
Cc1nc(NC(=O)COC(=O)c2cccs2)c(Cl)cc1Cl	-9.6%	nt	-19.9%	53.5%[activator]	3.9%	16.0%
COc1ccc(NC(=O)CN2CCN(c3ccc(F)cc3)CC2)cc1Cl	22.3%	3.2%	1.6%	nt	?	2.9%
CSc1ccccc1NC(=O)Nc1ccc(Cl)cc1	nt	?	-5.2%	?	-28.0%	-23.3%
C/C(Cn1nnc([N+](=O)[O-])n1)=N\NC(=O)c1ccc(O)cc1	?	5.5%	-13.5%	?	-4.4%	-1.4%
COc1ccc(-c2nnc3n2C(C)(C)Cc2cc(OC)c(OC)cc2-3)cc1	2.3%	-3.3%	8.0%	?	nt	nt
CS(=O)(=O)N1N=C(c2ccc(Cl)cc2)CC1c1cccs1 (configuration not stated)	nt	-2.7%	-4.5%	2.9%	nt	10.1%
CCOC(=O)c1c(NC(=O)COC)sc(C(C)=O)c1C	52.3%[activator]	0.9%	3.6%	18.1%	-0.4%	28.2µM*
CCn1c(-c2csc3ccccc23)n[nH]c1=S	13.3%	10µM*	-3.0%	?	?	2.5%
COc1ccc(F)cc1S(=O)(=O)NC1CCCC1	-7.2%	-1.8%	-3.7%	nt	5.8%	?
O=C(c1nc2ccccc2s1)N1CCSCC1	98.9%[activator]	-13.0%	0.3%	nt	-0.2%	11.5%
S=c1[nH]nc(-c2cc(-c3ccccc3)n[nH]2)n1/N=C/C=C/c1ccccc1	6.8%	1.0%	9.8%	4.4%	?	8.1%
O=C(/C=C/NCc1cccnc1)C(F)(F)C(F)(F)F	?	-4.3%	-12.4%	-8.1%	-18.7%	9.0%
CCc1c(C)nc(N)c(C#N)c1-c1ccccc1	16.2%	6.7%	4.2%[57.1 µM]	18.2%	-2.1%	-12.5%
COc1ccc(CNCCCC(=O)Nc2c(Cl)ccc(C)c2Cl)cc1OC	-7.5%	-8.9%	0.2%	-2.2%	7.3%	-25.9%
CCCCCCCCC(=O)NCc1ccc(O)c(OC)c1	-22.7%&-3.9%	nt	-9.6%	0.0%&-6.4%	-1.5%&-3.8%	-7.2%
C/C(=N/OC(=O)c1ccc(F)cc1)c1ccc(C)cc1	23.2%	-10.7%	4.5%	39.3%[activator]	5.3%	2.0%
Cc1cc(=O)n2[nH]c(-c3ccc(F)cc3)cc2n1	41.9%[activator]	-5.1%	11.4%	59.8%[activator]	-3.1%	-4.3%
CC(C)Cc1cc(C(=O)Nc2sc3c(c2C#N)CCC3)no1	nt	9.4%	-12.7%	?	-14.0%	-11.8%
COc1cccc(C(=O)NCC(c2ccco2)N2CCOCC2)c1 (configuration not stated)	-5.4%	nt	-4.0%	-0.7%	5.8%	28.8%
O=C(CSc1nncn1-c1cccnc1)Nc1cccc([N+](=O)[O-])c1	21.3%	3.5%	9.8%	4.0%	-2.0%	?
CC(C)(C)Nc1nc(OCC#N)nc(N2CCCCC2)n1	?	8.6%	18.7%	3.4%	1.5%	?
CCn1nc(C)c(CN2CCC(n3nccc3NC(=O)Cc3ccccc3)CC2)c1C	-9.9%	-7.4%	-9.2%	11.7µM*	-2.4%	nt
CCOC(=O)c1c(NC(N)=O)sc(C)c1C	-1.0%	3.3%	-20.8%	nt	4.4%	0.891µM*
Cc1c[n+](C)ccc1CC1C([N+](=O)[O-])=C[N-]c2ncnn21 (configuration not stated)	?	7.8%	-5.8%	4.8%	3.8%	5.0%
CC(=O)N(Cc1cccs1)Cc1cc2cc(C)c(C)cc2nc1Cl	-3.6%	4.4%	-1.8%	?	2.7%	?
Cc1ccc(S(=O)(=O)n2ccc(-c3cccc(OCc4c(F)cccc4Cl)c3)n2)cc1	3.7µM*	0.3%	5.0%	0.738µM*	-1.2%	?
CCOC(=O)CCCNC(=O)CN1CCC(c2nc3ccccc3s2)CC1	4.8%	-0.9%	3.6%	?	3.7%	?
COc1cc(/C=N/NC(=O)c2ccncc2)cc2c1OCO2	8.5%	-1.9%	3.2%	?	-11.5%	-17.8%
Cc1noc(C)c1COc1ccccc1C(=O)NC(C)c1ccc(Cl)cc1 (configuration not stated)	13.1µM*	nt	-3.1%	5.22µM*	4.6%	?
COC(=O)c1cc(S(=O)(=O)N2CCN(c3cccc(OC)c3)CC2)cn1C	11.3%	2.8%	-13.9%	-3.3%	-7.7%	-1.7%
O=C(NC(=S)NCC1CCCO1)c1ccc(Cl)cc1Cl (configuration not stated)	7.1%	-3.5%	-18.1%	?	-2.0%	7.0%
Cc1cccc(NC(=S)N(CCN(C)C)Cc2cc3cc(C)ccc3[nH]c2=O)c1	?	1.0%	-1.8%	-6.2%	0.9%	-11.5%
Cc1ccc2[nH]c(C(=O)NN=C3CCCCC3)c(-c3ccccc3)c2c1	?	4.9%	8.6%	9.28µM*	1.0%	-0.2%
O=C(Nc1cccc(S(=O)(=O)N2CCCCCC2)c1)c1cc(=O)c2ccccc2o1	?	3.1%	-4.1%	?	5.8%	?
COc1ccc(CCN(C)C(=O)c2cc(S(=O)(=O)NCc3ccccc3)ccc2C)cc1OC	-9.1%	nt	-1.9%	?	1.4%	8.91µM*
COc1ccc(S(=O)(=O)Nc2ccc(NC(C)=O)cc2)cc1Br	17.1%	1.2%	13.9%	2.8%	0.5%	6.4%
COc1ccccc1NC(=O)NC1(C)CCS(=O)(=O)C1 (configuration not stated)	22.6%	-0.5%	17.2%	?	0.5%	14.6%
COc1ccc(OC(=O)/C=C/c2ccc([N+](=O)[O-])cc2)cc1	?	0.1%	2.7%	-19.7%	0.3%	0.7%
Cc1cc([N+](=O)[O-])cc2c1-c1ncccc1C2=Nc1ccccc1	-6.2%	1.4%	-9.5%	?	9.3%	5.4%

Gathered by group: those above with an NH in an aromatic ring.
SMILES	Pf growth 48h	LmPK inh	Sm TGR block	Pf growth 96h	TbPYK inhibitor	HCV inh
COc1ccccc1/C=C/C(=O)c1c2c(c(C)[nH]c1=O)CCCC2	?	-0.3%	44.7µM*	?	-16.7%	nt
CCN(Cc1ccccc1)S(=O)(=O)c1c(C)[nH]c(C)c1C(=O)N1CCCC1	-5.0%	-0.3%	-14.7%	?	0.0%	15.9%
CCn1c(-c2csc3ccccc23)n[nH]c1=S	13.3%	10µM*	-3.0%	?	?	2.5%
S=c1[nH]nc(-c2cc(-c3ccccc3)n[nH]2)n1/N=C/C=C/c1ccccc1	6.8%	1.0%	9.8%	4.4%	?	8.1%
Cc1cc(=O)n2[nH]c(-c3ccc(F)cc3)cc2n1	41.9%[activator]	-5.1%	11.4%	59.8%[activator]	-3.1%	-4.3%
Cc1cccc(NC(=S)N(CCN(C)C)Cc2cc3cc(C)ccc3[nH]c2=O)c1	?	1.0%	-1.8%	-6.2%	0.9%	-11.5%
Cc1ccc2[nH]c(C(=O)NN=C3CCCCC3)c(-c3ccccc3)c2c1	?	4.9%	8.6%	9.28µM*	1.0%	-0.2%

The results go on:
SMILES	Pf growth 48h	LmPK inh	Sm TGR block	Pf growth 96h	TbPYK inhibitor	HCV inh
CN(Cc1c(C(=O)N/N=C/c2ccc(O)cc2)nnn1-c1nonc1N)C1CCCCC1	4.0%	3.5%	-15.3%	3.4%	0.0%	0.1%
COCC(C)Nc1nc(C)c(C(C)=O)s1 (configuration not stated)	-8.2%	5.1%	-0.9%	0.1%	-8.0%	19.1%
CCOC(=O)C1CCN(C(=O)CCc2nnc3ccc(NCc4ccco4)nn23)CC1	-20.8%	-11.6%	-10.8%	0.5%	-8.5%	8.9%
CCOC(=O)Cc1csc(NC(=O)CSc2cc(Cl)ccc2Cl)n1	10.9%	1.8%	1.8%	-17.4%	4.8%	-9.2%
COC(=O)C1C(O)=C(C(C)=N)C(=O)CC1(C)C (configuration not stated)	-0.9%	5.2%	?	?	6.6%	5.8%
O=C(CN(C(=O)CCC(=O)Nc1ccccn1)C1CCCC1)NCc1ccc(F)cc1	0.4%	2.9%	2.1%	60.9%[activator]	2.4%	12.3%
Cc1cccc(OCc2nnc3n2CCCCC3)c1	nt	4.7%	6.3%[11.4 µM]	12.0%	-12.2%	9.3%
COc1ccccc1N1C(=O)NC(=O)C(CCc2ccncc2)(CCc2ccncc2)C1=O	?	1.0%	11.4%	nt	1.6%	10.4%
Cc1cccc(-n2c(N)c(-c3nc4ccccc4n3C)c3nc4ccccc4nc32)c1	10.4µM*	2.8%	-2.3%	7.38µM*	-3.3%	0.3%
NS(=O)(=O)c1ccc(N=NN2CCCCC2)cc1	65.4%[activator]	0.3%	4.6%	33.7%	5.6%	-21.6%
CC(C)Sc1ncc(S(=O)(=O)c2ccccc2)c(=O)[nH]1	?	-1.5%	-0.1%	18.0%	0.4%	0.3%
CCOC(=O)C1CCN(c2ncnc3c2[nH]c2cccc(OC)c23)CC1	?	-3.6%	0.0%	?	5.5%	?
CC(C)CCNC(=O)C1CCCN(S(=O)(=O)c2ccc3c(c2)CC(C)N3C(=O)C2CC2)C1 (configuration not stated)	0.0%	-0.3%	4.3%	-30.5%	0.0%	-18.0%
CCCCNS(=O)(=O)c1ccc(S(=O)(=O)n2cnc3ccccc32)cc1	7.4%	1.9%	15.9%	16.9%	-1.1%	2.3%

Bioassay records: PubChem, National Center for Advancing Translational Sciences (NCATS)
